Bioassay records from PubChem BioAssay.
PRMT1 inh – blocks human protein arginine methyltransferase 1 | Q99873 | recombinant PRMT1, activity-based probe fluorescence polarization | inhibition, % at 2.79 µM | 370,000 tested, 1.3% active;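 active = inhibition above about 21% made by adding two undisclosed values, limit read from the data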
Target sequence (Q99873 whole entry, looked up): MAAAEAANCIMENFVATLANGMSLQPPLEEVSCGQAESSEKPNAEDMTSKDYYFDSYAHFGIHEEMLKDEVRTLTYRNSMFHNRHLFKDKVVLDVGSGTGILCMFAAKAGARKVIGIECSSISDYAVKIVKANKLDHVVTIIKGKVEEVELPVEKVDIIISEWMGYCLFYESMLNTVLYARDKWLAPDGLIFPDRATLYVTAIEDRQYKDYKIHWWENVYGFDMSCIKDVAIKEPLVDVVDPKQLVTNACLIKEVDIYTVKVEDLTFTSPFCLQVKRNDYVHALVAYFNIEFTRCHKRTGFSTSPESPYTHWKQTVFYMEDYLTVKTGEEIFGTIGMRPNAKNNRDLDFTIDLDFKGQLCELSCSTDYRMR
MBD2 inh – MBD2-methylated oligo binding inhibition; AID 686964; TR-FRET, MBD2 binding to methylated oligonucleotide; inhibition, % at 4.4 µM; Q9UBB5; 370,000 tested, 0.31% active; in the data active = inhibition above about 13%
HTRA1 inh – HTRA1 (human) protease inhibition; Q92743; recombinant HTRA1, FP-rhodamine activity-based probe, fluorescence polarization; inhibition, % at 5.96 µM; 340,000 tested, 0.5% active; in the data active = inhibition above about 36%;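 also: 0% = enzyme with DMSO and 100% = wells lacking enzyme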
Target sequence (Q92743 whole entry, looked up): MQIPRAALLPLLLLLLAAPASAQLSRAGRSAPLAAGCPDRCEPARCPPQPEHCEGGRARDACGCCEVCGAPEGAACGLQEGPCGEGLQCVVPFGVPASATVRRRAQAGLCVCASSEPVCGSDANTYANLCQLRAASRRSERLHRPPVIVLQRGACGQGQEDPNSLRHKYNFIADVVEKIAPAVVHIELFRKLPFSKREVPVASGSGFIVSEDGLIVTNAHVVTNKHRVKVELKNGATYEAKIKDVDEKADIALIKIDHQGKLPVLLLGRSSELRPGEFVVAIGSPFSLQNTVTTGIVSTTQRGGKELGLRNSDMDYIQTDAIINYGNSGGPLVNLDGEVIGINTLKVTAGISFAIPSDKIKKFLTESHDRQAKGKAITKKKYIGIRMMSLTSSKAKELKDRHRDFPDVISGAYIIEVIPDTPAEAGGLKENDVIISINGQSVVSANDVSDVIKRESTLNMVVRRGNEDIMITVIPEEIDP
ABHD4 inh – inhibits mouse alpha/beta hydrolase domain 4. Q8VD66. purified mABHD4, FP-Rh probe fluorescence polarization. inhibition, % at 8.92 µM. 370,000 tested, 0.54% active;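 active = inhibition exceeding the mean over every tested compound plus 3 SD, cut at about 30% in these data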;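 also: 0% = plate median of compound wells and 100% = S159A mutant with DMSO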
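Assay system: Wild-type mouse ABHD4 protein | Medium: HEPES pH 7.0 buffer, 150 mM NaCl, 0.01% Pluronic F-127 | Incubation: Enzyme–compound pre-incubation 45 min, then probe 60 min, both 25 °C | Technique: Fluorescence polarization with parallel and perpendicular emission, 525/598 nm | Evaluation: % inhibition of FP-Rh probe binding versus controls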
SIAE primary – inhibitors of human sialic acid acetylesterase SIAE | Q9HAT2 | SIAE FP-Rh probe binding, fluorescence polarization | inhibition, % at 9.66 µM | 370,000 tested, 0.69% active;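 active = inhibition above a cutoff: mean of compounds within the control limits plus 3 SD of those, cut at about 17% in these data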;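 also: 0% = plate median of compound wells and 100% = probe without SIAE protein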
GC-B act – GC-B (human) receptor activation; P20594; 370,000 tested, 0.11% active; activation, % at 10 µM; HEK293-GC-B cells, CNP EC30, cGMP TR-FRET; 0% at EC30 CNP, 100% saturating CNP;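 active = activation at 10 µM reaching about 35% in either raw or pattern-adjusted values, limit read from the data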
TDP2 absorb – blocks human TDP2 phosphodiesterase activity; recombinant TDP2, T5PNP hydrolysis, p-nitrophenol absorbance 415 nm; inhibition, % at 12.8 µM; 370,000 tested, 0.34% active;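 active = inhibition above the mean of all tested compounds plus 3 SD, set per campaign, cut at about 25% in these data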;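 also: 0% = DMSO with enzyme and 100% = buffer with substrate but no TDP2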
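Incubation: 2 h at 37 °C; Test system: recombinant human TDP2; Quantity: enzyme 120 nM; Read-out basis: percent inhibition; Medium: 50 mM Tris-HCl pH 7.5 with Mg2+, KCl, DTT, BSA; Repeats: single replicate; Compound: 12.8 µM single point, 1% DMSO; Signal: epi absorbance; Reagent: 5 mM T5PNP chromogenic substrate; Benchmarks: no-enzyme high, DMSO-plus-enzyme low.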
rCAG binder – binds r(CAG) RNA repeats; r(CAG) RNA repeat, TO-PRO-1 dye displacement fluorescence; inhibition, % at 3 µM; 370,000 tested, 1.3% active;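 active = inhibition above the plate cutoff, the mean of all test compounds on that plate plus 3 SD, cut at about 35% in these data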;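 also: 0% = DMSO alone and 100% = 100 µM mitoxantrone as full dye displacement; higher means more dye released from RNA so lower well fluorescence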
LEDGF integ inh – blocks HIV-1 LEDGF/p75-dependent DNA integration; TR-FRET IN-LEDGF/p75 DNA integration, Eu/Cy5; inhibition, % at 3.7 µM; 370,000 tested, 0.64% active; AID 743269;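 active = inhibition above the screen-wide mean plus 3 SD, cut at about 13% in these data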;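 also: signal is the Cy5 over europium emission ratio at 671 and 618 nm; 0% = plate median of compound wells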
TCR CD3 inh – inhibitors of human TCR-CD3 interaction; TAMRA-labeled TCR probe fluorescence, biochemical; inhibition, % at 9.4 µM; 360,000 tested, 0.37% active; AID 651800; in the data active = inhibition above about 19%;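 also: recombinant mutant TCR 2C K166C tagged with TAMRA read by polarization; 0% = receptor in buffer alone and 100% = receptor with positive control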
The depositor's hits bear a star.

How did O=C(c1ccccn1)N1CCCC(N2CCN(c3ccc(F)cc3)CC2)C1 (centres undefined) do in these assays?
PRMT1 inh: 4; MBD2 inh: -2; HTRA1 inh: 0; ABHD4 inh: -2; SIAE primary: 0; GC-B act: 2; TDP2 absorb: -3; rCAG binder: -5; LEDGF integ inh: -4; TCR CD3 inh: -8

Results for CC(C)(C)NC(=O)NC(=O)CN1CCC(Cc2ccccc2)CC1 ?
PRMT1 inh: 0; MBD2 inh: 4; HTRA1 inh: -5; ABHD4 inh: 1; SIAE primary: -2; GC-B act: 4; TDP2 absorb: -8; rCAG binder: -11; LEDGF integ inh: -3; TCR CD3 inh: -3

Results for COc1cc(/C=C/c2ccc3cccc(O)c3n2)cc(Br)c1OC ?
PRMT1 inh: -4; MBD2 inh: 3; HTRA1 inh: 3; ABHD4 inh: 3; SIAE primary: -9; GC-B act: -5; TDP2 absorb: -12; rCAG binder: 7; LEDGF integ inh: 1; TCR CD3 inh: -1

Results for CCOc1ccc(C(C)NC(=O)c2cccnc2OCC)cc1OCC (centres undefined) ?
PRMT1 inh: 0; MBD2 inh: 0; HTRA1 inh: 7; ABHD4 inh: 1; SIAE primary: -16; GC-B act: 0; TDP2 absorb: -2; rCAG binder: -6; LEDGF integ inh: -3; TCR CD3 inh: 2

What do the screens show for `COC(=O)c1cc(C)sc1NC(=O)C1C2C=CC(CC2)C1C(=O)O` (centres undefined)?
PRMT1 inh: 2; MBD2 inh: 0; HTRA1 inh: 0; ABHD4 inh: 1; SIAE primary: 1; GC-B act: 4; TDP2 absorb: -11; rCAG binder: 3; LEDGF integ inh: 4; TCR CD3 inh: 3

How did O=C(COc1ccccc1)N=C1SC2CS(=O)(=O)CC2N1c1cccc(F)c1 (centres undefined) do in these assays?
PRMT1 inh: -3; MBD2 inh: -2; HTRA1 inh: 4; ABHD4 inh: 0; SIAE primary: 8; GC-B act: 1; TDP2 absorb: 2; rCAG binder: 4; LEDGF integ inh: 2; TCR CD3 inh: 5

How did COC(=O)CCC1(C(N)=O)CCC(=O)c2ccccc21 (centres undefined) do in these assays?
PRMT1 inh: 1; MBD2 inh: -2; HTRA1 inh: 11; ABHD4 inh: 6; SIAE primary: 0; GC-B act: -3; TDP2 absorb: 0; rCAG binder: 5; LEDGF integ inh: -2; TCR CD3 inh: 2

How did CCCCNC(=O)C[C@@H]1C[C@@]2(C(=O)OCC)CCCC=C2N(CCC2=CCCCC2)C1=O do in these assays?
PRMT1 inh: -3; MBD2 inh: 1; ABHD4 inh: 2; SIAE primary: -4; GC-B act: 6; TDP2 absorb: -8; rCAG binder: 0; LEDGF integ inh: 2; TCR CD3 inh: 1

Results for N=C1CCCN1CC(=O)c1ccc(Cl)cc1 ?
PRMT1 inh: -2; MBD2 inh: 5; HTRA1 inh: -1; ABHD4 inh: -3; SIAE primary: 1; GC-B act: 6; TDP2 absorb: 2; rCAG binder: 0; LEDGF integ inh: 2; TCR CD3 inh: 3

How did CCCCC[C@@H]1CCCCC[C@@H](O)C[C@@H](O)[C@@H](O)/C=C/C(=O)O1 do in these assays?
PRMT1 inh: -1; MBD2 inh: 2; ABHD4 inh: 1; SIAE primary: 7; GC-B act: 1; TDP2 absorb: 9; rCAG binder: -1; LEDGF integ inh: 2; TCR CD3 inh: 3

How did COC(=O)N1C2CCCCC2=NN(c2ccccc2)N1C(=O)OC (centres undefined) do in these assays?
PRMT1 inh: -1; MBD2 inh: -2; ABHD4 inh: 7; SIAE primary: 2; GC-B act: 6; TDP2 absorb: -5; rCAG binder: 2; LEDGF integ inh: 1; TCR CD3 inh: -2

Results for CC(C)(C)c1ccc(OCC(=O)NCc2ccco2)cc1 ?
PRMT1 inh: 1; MBD2 inh: 0; HTRA1 inh: -7; ABHD4 inh: -11; SIAE primary: 9; GC-B act: 2; TDP2 absorb: -7; rCAG binder: -8; LEDGF integ inh: 5; TCR CD3 inh: -4

Results for Cc1ccccc1-n1nc2c(c1NC(=O)C(C)(C)C)CS(=O)(=O)C2 ?
PRMT1 inh: 3; MBD2 inh: 7; HTRA1 inh: 1; ABHD4 inh: -4; SIAE primary: -2; GC-B act: 4; TDP2 absorb: -3; rCAG binder: 0; LEDGF integ inh: -1; TCR CD3 inh: -11

Results for COC(=O)CC1SC(=O)NC1=Nc1ccccc1 (centres undefined) ?
PRMT1 inh: -2; MBD2 inh: -8; HTRA1 inh: 4; ABHD4 inh: -4; SIAE primary: 0; GC-B act: 5; TDP2 absorb: 10; rCAG binder: 1; LEDGF integ inh: 1; TCR CD3 inh: 1

What do the screens show for `Cc1cccc(NC(=O)CCNS(=O)(=O)c2cc(Br)cnc2N)c1C`?
PRMT1 inh: 1; MBD2 inh: -1; HTRA1 inh: -5; ABHD4 inh: 1; SIAE primary: -1; GC-B act: 0; TDP2 absorb: -4; rCAG binder: 1; LEDGF integ inh: -1; TCR CD3 inh: 0

The closing three entries of the section before come first, to join the parts.
Results for Cc1ccccc1-n1nc2c(c1NC(=O)C(C)(C)C)CS(=O)(=O)C2 ?
PRMT1 inh: 3; MBD2 inh: 7; HTRA1 inh: 1; ABHD4 inh: -4; SIAE primary: -2; GC-B act: 4; TDP2 absorb: -3; rCAG binder: 0; LEDGF integ inh: -1; TCR CD3 inh: -11

Results for COC(=O)CC1SC(=O)NC1=Nc1ccccc1 (centres undefined) ?
PRMT1 inh: -2; MBD2 inh: -8; HTRA1 inh: 4; ABHD4 inh: -4; SIAE primary: 0; GC-B act: 5; TDP2 absorb: 10; rCAG binder: 1; LEDGF integ inh: 1; TCR CD3 inh: 1

What do the screens show for `Cc1cccc(NC(=O)CCNS(=O)(=O)c2cc(Br)cnc2N)c1C`?
PRMT1 inh: 1; MBD2 inh: -1; HTRA1 inh: -5; ABHD4 inh: 1; SIAE primary: -1; GC-B act: 0; TDP2 absorb: -4; rCAG binder: 1; LEDGF integ inh: -1; TCR CD3 inh: 0

What do the screens show for `C=CCNCCOCCOc1ccc(C)cc1[N+](=O)[O-]`?
PRMT1 inh: -2; MBD2 inh: 4; HTRA1 inh: 8; ABHD4 inh: 5; SIAE primary: 7; GC-B act: -3; TDP2 absorb: -8; rCAG binder: 0; LEDGF integ inh: -2; TCR CD3 inh: 0

Results for CCN(Cc1ccccc1)C(=O)c1cccc(OC2CCN(C(=O)C3CC3)CC2)c1 ?
PRMT1 inh: 2; MBD2 inh: -2; HTRA1 inh: 1; ABHD4 inh: 3; SIAE primary: -10; GC-B act: 2; TDP2 absorb: -19; rCAG binder: -9; LEDGF integ inh: -2; TCR CD3 inh: 10

What do the screens show for `O=C(NCCc1ccccc1)C(=O)NCCC1CCCCN1S(=O)(=O)c1ccccc1` (centres undefined)?
PRMT1 inh: -3; MBD2 inh: 2; HTRA1 inh: -9; ABHD4 inh: -6; SIAE primary: -12; GC-B act: 1; TDP2 absorb: -23; rCAG binder: -3; LEDGF integ inh: 1; TCR CD3 inh: 5

Results for CN(Cc1ccon1)C(=O)C1CCN(C2CCN(CCCc3ccccc3)CC2)CC1 ?
PRMT1 inh: 0; MBD2 inh: 1; HTRA1 inh: -5; ABHD4 inh: 3; SIAE primary: -3; GC-B act: 3; TDP2 absorb: 7; rCAG binder: -9; LEDGF integ inh: -1; TCR CD3 inh: 6

How did Cc1c(C2CC(=O)N(c3ccccc3)C2=O)[nH]n(-c2ccccc2)c1=O (centres undefined) do in these assays?
PRMT1 inh: 3; MBD2 inh: -1; HTRA1 inh: 3; ABHD4 inh: 13; SIAE primary: 6; GC-B act: -1; TDP2 absorb: 4; rCAG binder: 11; LEDGF integ inh: -2; TCR CD3 inh: -7

How did S=C(Nc1cccnc1)N1CCN(c2ccccc2Cl)CC1 do in these assays?
PRMT1 inh: 0; MBD2 inh: 0; HTRA1 inh: -4; ABHD4 inh: -2; SIAE primary: 1; GC-B act: 0; TDP2 absorb: 1; rCAG binder: -1; LEDGF integ inh: -3; TCR CD3 inh: -4

How did O=C(NNc1c(Cl)cncc1Cl)c1cccs1 do in these assays?
PRMT1 inh: 3; MBD2 inh: 2; HTRA1 inh: 4; ABHD4 inh: -7; SIAE primary: 1; GC-B act: -1; TDP2 absorb: 3; rCAG binder: -1; LEDGF integ inh: 1; TCR CD3 inh: -2

What do the screens show for `Cc1cc(C)cc(N(CC(=O)N2CCn3c2nc2ccccc23)S(=O)(=O)c2c(C)noc2C)c1`?
PRMT1 inh: -8; MBD2 inh: -3; HTRA1 inh: 3; ABHD4 inh: -1; SIAE primary: -2; GC-B act: -7; TDP2 absorb: -7; rCAG binder: 3; LEDGF integ inh: 3; TCR CD3 inh: 10

How did Cc1ccc(C)c(NC(=O)CSc2nnc(-c3ccncc3)n2N)c1 do in these assays?
PRMT1 inh: -1; MBD2 inh: -1; HTRA1 inh: 5; ABHD4 inh: 3; SIAE primary: -4; GC-B act: -4; TDP2 absorb: -7; rCAG binder: 1; LEDGF integ inh: 2; TCR CD3 inh: -1

How did Cn1c(SCC(=O)Nc2ccc(F)cc2)nc2c(c1=O)SCC2 do in these assays?
PRMT1 inh: 5; MBD2 inh: 8; HTRA1 inh: 8; ABHD4 inh: 11; SIAE primary: 3; GC-B act: 5; TDP2 absorb: 14; rCAG binder: -2; LEDGF integ inh: -4; TCR CD3 inh: -3

What do the screens show for `CCCNS(=O)(=O)c1ccc(CCC(=O)N2CCN(c3ccc(OC)cc3)CC2)cc1`?
PRMT1 inh: -1; MBD2 inh: 8; HTRA1 inh: 4; ABHD4 inh: -11; SIAE primary: -6; GC-B act: -4; TDP2 absorb: -11; rCAG binder: -3; LEDGF integ inh: -3; TCR CD3 inh: -1

Results for Cc1ccc(NC(=O)CSC2=C(C#N)C(c3ccco3)CC(=O)N2)cc1 (centres undefined) ?
PRMT1 inh: 3; MBD2 inh: -3; HTRA1 inh: -2; ABHD4 inh: -3; SIAE primary: 7; GC-B act: -3; TDP2 absorb: -7; rCAG binder: 4; LEDGF integ inh: -3; TCR CD3 inh: 0

How did Cc1ccc(CC(=O)NCCc2ccc(S(N)(=O)=O)cc2)cc1 do in these assays?
PRMT1 inh: -1; MBD2 inh: -4; HTRA1 inh: 9; ABHD4 inh: -4; SIAE primary: 0; GC-B act: 1; TDP2 absorb: -20; rCAG binder: 1; LEDGF integ inh: 7; TCR CD3 inh: -10

How did COC(=O)[C@]1(Cc2ccccc2)N[C@H](c2ccc(SC3CCCCC3)c(OC)c2)[C@@H]2C(=O)N(C)C(=O)[C@@H]21 do in these assays?
PRMT1 inh: 0; MBD2 inh: -2; HTRA1 inh: -31; ABHD4 inh: -9; SIAE primary: 0; GC-B act: 2; TDP2 absorb: 0; rCAG binder: 7; LEDGF integ inh: -1; TCR CD3 inh: 3

How did Nc1nc(SCc2ccc([N+](=O)[O-])cc2)nc2nc3c(cc12)CCCC3 do in these assays?
PRMT1 inh: -1; MBD2 inh: -5; HTRA1 inh: -7; ABHD4 inh: -14; SIAE primary: -1; GC-B act: 10; TDP2 absorb: -3; rCAG binder: 8; LEDGF integ inh: -5; TCR CD3 inh: 0

An excerpt. The share of hits here may be higher or lower than overall.
